Wnt bcat act – Wnt/beta-catenin pathway activators, primary screen, cell-based, plate reader, single point. Wnt/beta-catenin reporter cell assay, activator. activation, % at 9.35 µM. actives 1.2% (n = 300,000). AID 743398, 2014; in the data active = activation above about 30%, passing the limit was not always enough;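 note: 0% = neutral control wells and 100% = positive control wells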
NSD2 inh – NSD2 histone methyltransferase inhibitors, primary screen, biochemical, AlphaScreen, single concentration, set 2; inhibition, % at 12.5 µM; actives 0.54% (n = 310,000); AID 743445, 2014; NSD2 peptide methylation, 120 min; in the data active = inhibition above about 50%
Target sequence (O96028 whole entry, looked up): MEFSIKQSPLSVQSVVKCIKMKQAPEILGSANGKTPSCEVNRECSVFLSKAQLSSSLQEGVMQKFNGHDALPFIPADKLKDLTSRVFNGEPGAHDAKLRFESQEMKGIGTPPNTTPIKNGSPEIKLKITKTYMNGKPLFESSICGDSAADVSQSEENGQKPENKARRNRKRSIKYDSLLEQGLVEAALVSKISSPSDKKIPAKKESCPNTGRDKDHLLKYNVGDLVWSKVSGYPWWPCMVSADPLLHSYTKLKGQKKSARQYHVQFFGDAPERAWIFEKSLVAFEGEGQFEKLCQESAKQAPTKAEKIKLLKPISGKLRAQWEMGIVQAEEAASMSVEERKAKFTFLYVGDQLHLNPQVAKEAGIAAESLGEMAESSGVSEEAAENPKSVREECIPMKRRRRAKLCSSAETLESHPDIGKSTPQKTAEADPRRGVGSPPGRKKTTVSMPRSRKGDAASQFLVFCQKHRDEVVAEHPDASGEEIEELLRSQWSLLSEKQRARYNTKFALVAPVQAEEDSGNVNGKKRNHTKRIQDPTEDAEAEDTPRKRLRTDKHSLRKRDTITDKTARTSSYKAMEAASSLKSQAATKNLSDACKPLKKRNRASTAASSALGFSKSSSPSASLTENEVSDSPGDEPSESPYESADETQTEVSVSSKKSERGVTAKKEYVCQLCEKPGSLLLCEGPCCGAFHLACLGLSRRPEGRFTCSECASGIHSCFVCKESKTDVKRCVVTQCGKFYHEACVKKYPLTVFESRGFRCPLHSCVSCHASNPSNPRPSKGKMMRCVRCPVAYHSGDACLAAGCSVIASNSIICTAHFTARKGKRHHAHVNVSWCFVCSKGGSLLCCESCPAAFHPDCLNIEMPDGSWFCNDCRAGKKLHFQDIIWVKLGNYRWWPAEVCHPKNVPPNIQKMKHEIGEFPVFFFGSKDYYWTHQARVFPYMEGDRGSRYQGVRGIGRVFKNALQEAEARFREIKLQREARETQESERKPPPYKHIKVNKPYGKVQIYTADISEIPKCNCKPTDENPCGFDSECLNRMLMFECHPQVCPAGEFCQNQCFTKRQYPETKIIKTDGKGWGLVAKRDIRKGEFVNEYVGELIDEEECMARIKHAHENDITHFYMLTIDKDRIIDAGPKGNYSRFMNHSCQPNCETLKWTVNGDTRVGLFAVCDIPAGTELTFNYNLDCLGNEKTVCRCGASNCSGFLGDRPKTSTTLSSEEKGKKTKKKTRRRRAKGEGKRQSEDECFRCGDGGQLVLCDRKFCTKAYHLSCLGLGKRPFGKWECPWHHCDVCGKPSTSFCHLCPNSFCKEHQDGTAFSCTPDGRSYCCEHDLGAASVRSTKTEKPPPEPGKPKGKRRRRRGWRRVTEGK
V-ATPase pH – regulators of yeast V-ATPase proton pumping, primary screen, pHLuorin cytosolic pH fluorescence | response, % at 10 µM | actives 0.37% (n = 350,000) | AID 504577, 2011 | S. cerevisiae; in the data active = response mostly above about 7.3%, no sharp cut-off; inactive = mostly below about 5.4%; note: actives read high; inactives centre near 0; some compounds called inactive have numbers as strong as hits; reference of the scale not given here
An asterisk follows results filed as active.

V-ATPase pH	NSD2 inh	Wnt bcat act	smiles
-2	0	-3	C1=C\CCC2(OCCO2)C2(CC/1)OCCO2
2	24	-6	O=C(COc1ccc2ccc(=O)oc2c1)NCCN1CCOCC1
0	0	-4	O=C(NCCc1ccccc1)c1ccc(S(=O)(=O)N2CCCCC2)cc1
-3	-2	-1	O=C(CN1CCN(C(=O)c2cc(C3CC3)nn2-c2ccccc2)CC1)Nc1ccc(F)cc1
1	0	0	CN(NC1OC(=O)c2ccccc21)c1ncc(Cl)cc1C(F)(F)F (centres undefined)
2	0	-1	O=C(CSc1nnc(C2CC2)n1C1CC1)N1CCN(c2ccc(O)cc2)CC1
0	-2	-1	CCCCCCC1CC(=CN(C)C)C(=O)O1 (centres undefined)
-2	-1	-21	CC(=Nc1ccccc1)C1=C(O)C(Cc2cccc(F)c2)NC1=O (centres undefined)
0	-1	2	CN(C)N=Nc1nc2c(c(=O)n(C)c(=O)n2C)n1CC1CO1 (centres undefined)
-1	-2	-1	Cc1noc(-c2ccc(C(F)(F)F)cc2)c1NC(=O)Nc1ccc(Cl)cc1
0	34	5	CN1C(=O)N(CC(=O)Nc2ccc3c(c2)OCO3)C(=O)C12CCCCC2
8	-1	2	COc1ccc(OC)c(S(=O)(=O)Nc2cccc3ccccc23)c1
0	0	-2	CCCCOC(=O)C1=C(C)N(C)C(=O)NC1c1cc2c(cc1Br)OCO2 (centres undefined)
6	2	1	O=C(CNc1ccc2ccccc2c1)N/N=C/c1ccccn1
1	-2	-4	N=c1c2ccccc2nc2n1CCCCCCC2
0	-1	7	CC(=O)NC(c1ccc(C(C)C)cc1)c1c(O)ccc2ccccc12 (centres undefined)
2	-2	-2	Cc1ccc(C(=O)NCCCn2ccnc2)cc1C
-1	0	-4	CC1(C)Cc2cccc(OCC(=O)OCC(=O)Nc3ccc(S(N)(=O)=O)cc3)c2O1
0	-1	-1	CCCS(=O)(=O)c1nc(S(=O)(=O)c2ccc(C)cc2)c(N2CCCCC2)s1
4	3	3	Nc1ccc(Oc2ccc(N)c([N+](=O)[O-])c2)cc1[N+](=O)[O-]
1	17	0	C/C(=N\Nc1ccc(C#N)cc1[N+](=O)[O-])c1ccc(C)o1
2	10	-3	O=C1CCCCc2cc(O)c(O)cc21
1	-1	14	COC(=O)c1c(C)[nH]c(C=O)c1-c1ccccc1
2	-16	0	COc1ccc(CCNC(=O)c2c(O)c3cc(OC)c(OC)cc3[nH]c2=O)cc1OC
0	21	0	O=C(O)c1ccccc1C(=O)OCC1CCC(=NO)CC1 (centres undefined)

Reformatted with two lines to a compound: part of the list above
Order of results – V-ATPase pH	NSD2 inh	Wnt bcat act
> COc1ccc(OC)c(S(=O)(=O)Nc2cccc3ccccc23)c1
    8	-1	2
> CCCCOC(=O)C1=C(C)N(C)C(=O)NC1c1cc2c(cc1Br)OCO2 (centres undefined)
    0	0	-2

Four entries from above, field by field.
Cc1noc(-c2ccc(C(F)(F)F)cc2)c1NC(=O)Nc1ccc(Cl)cc1
  V-ATPase pH: -1 | NSD2 inh: -2 | Wnt bcat act: -1
CC(=O)NC(c1ccc(C(C)C)cc1)c1c(O)ccc2ccccc12 (centres undefined)
  V-ATPase pH: 0 | NSD2 inh: -1 | Wnt bcat act: 7
O=C(CSc1nnc(C2CC2)n1C1CC1)N1CCN(c2ccc(O)cc2)CC1
  V-ATPase pH: 2 | NSD2 inh: 0 | Wnt bcat act: -1
COC(=O)c1c(C)[nH]c(C=O)c1-c1ccccc1
  V-ATPase pH: 1 | NSD2 inh: -1 | Wnt bcat act: 14

Other entries
V-ATPase pH	NSD2 inh	Wnt bcat act	smiles
0	2	-1	CCCCC1=NN(C(=O)c2ccncc2)C(O)(C(F)(F)F)C1 (centres undefined)
-1	0	2	N#CCSc1ccccc1NC(=O)CN1C(=O)NC(CCc2ccccc2)C1=O (centres undefined)
0	-1	-1	COc1ccc(S(=O)(=O)N2CCN(CC(=O)c3c(N)n(C)c(=O)n(C)c3=O)CC2)cc1OC
6	-1	-5	CC1(C)Cc2nc3scc(NC(=O)c4ccccc4)c3cc2CO1
1	-4	0	COc1ccc(OC)c(C=NN=Cc2cc(OC)ccc2OC)c1
1	-4	2	COC(=O)c1c(C(=O)OC)c2c(-c3ccccc3)cc3cccc1n32
-1	-1	3	O=C(CCc1ccc(O)cc1)NN=Cc1ccc2c(c1)OCO2
1	-1	10	Cc1cccc(C)c1OCCOC(=O)c1ccc(S(=O)(=O)N2CCCC2)cc1
-3	10	-1	COc1ccc(C2C3=C(CCCC3=O)NC3=C2C(=O)c2ccccc23)cc1 (centres undefined)
-2	-1	1	COc1ccc(C2CC3(O)NC(=O)C(C#N)(C3C)C2(C#N)C#N)cc1 (centres undefined)
1	3	0	CCOc1ccc(C(=O)N[C@H](C(=O)N2CCN(c3ncccn3)CC2)C(C)C)cc1
5	-10	9	CC(=NNC(=S)N1CCCC1)c1ccccn1
2	6	0	S=c1[nH]nc(-c2ccccn2)n1/N=C/c1ccc(Cl)c(Cl)c1
-3	4	2	O=C(N/N=C/c1ccc(O)c(O)c1)C1CC1
-62	5	4	CCOC(=O)CNC(=O)C(CC(N)=O)NC(=O)OC(C)(C)C (centres undefined)
-2	-8	0	O=C(O)c1cc(-c2c[nH]c3ccccc23)nc2cc3ccccc3cc12
-3	2	-2	COc1ccc(C(=O)NCC(c2ccco2)N2CCc3ccccc3C2)c(OC)c1 (centres undefined)
0	-2	-1	NC(=O)C1(N2CCCCC2)CCN(C(=O)c2cc(COc3c(F)cccc3F)on2)CC1
2	-1	5	Cc1ccccc1CC(=O)N1CCC(CCC(=O)NC2CC2)CC1
1	0	-2	CNC(=O)c1ccc(NC(=O)c2ccccc2OCc2c(C)noc2C)cc1
1	6	7	COc1ccc(-n2c(SCC(=O)N/N=C(\C)c3cccnc3)nc3ccccc3c2=O)cc1
-4	1	1	CCn1c2c(c(=N)c3c1CCC3)CCCC2
2	1	44*	c1ccc(N=Nc2ccc(C3=NCCO3)cc2)cc1
-1	-2	-3	NC(=O)NC(CC(=O)OCC(=O)Nc1nnc(-c2ccccc2)o1)c1ccc(Cl)cc1 (centres undefined)
4	-2	3	Cc1ccc(S(=O)(=O)NC(=O)Nc2cccc(C)n2)cc1

V-ATPase pH	NSD2 inh	Wnt bcat act	smiles
-1	1	-2	CC(OC(=O)[C@@H](NS(=O)(=O)c1ccccc1)C(C)C)C(=O)c1c(N)n(C)c(=O)n(C)c1=O (some centres undefined)
2	0	1	O=C(Nc1ccccc1)Nc1ccc(Nc2ccccc2)cc1
2	9	-1	CCCCn1c(SCCN2CCCCC2)nc2c1c(=O)n(C)c(=O)n2C
0	0	-1	CCC(=O)Oc1ccc(NC(=O)c2ccc(S(=O)(=O)N3CCCC3)cc2)cc1
0	-8	-3	O=C1C2C3C=CC(C3)C2S(=O)(=O)C2C3C=CC(C3)C12 (centres undefined)
-2	-1	1	COc1ccc(OC)c(-c2cc(C(=O)O)c3cc4ccccc4cc3n2)c1
-2	-2	0	COc1cc2ccc(NC(C)=O)cc2cc1OC
-2	0	3	CCOC(=O)C1CCN(S(=O)(=O)c2ccccc2[N+](=O)[O-])CC1
-3	-4	0	NC(=O)c1sc2nc(-c3cccnc3)ccc2c1N
0	1	0	Cc1[nH]c2ccccc2c1C(=O)C(=O)NCc1nnnn1-c1cccc(F)c1
3	-2	-1	CC(Cc1ccccc1)NC(=O)CCNNC(=O)c1ccncc1 (centres undefined)
1	-2	-2	O=C(O)Cc1ccc(NC(=O)c2ccc3c(c2)C(=O)N(Cc2ccccc2)C3=O)cc1
4	1	-4	CCOc1ccc(NS(=O)(=O)c2ccc(C(=O)NCC3CCCO3)cc2)cc1 (centres undefined)
-1	8	36*	CCN1CCC2(CC1)Oc1c(OC)cccc1C1CC(c3cccnc3)=NN12 (centres undefined)
2	-1	0	O=C(Oc1c(-c2ccccc2)c(=O)n2c3c(cccc13)CC2)c1ccccc1
3	1	0	COc1cccc(N2CCN(C(=O)c3ccc(Cl)c(S(=O)(=O)N4CCCCCC4)c3)CC2)c1
-2	13	5	O=C(OCC(=O)c1c[nH]c2ccccc12)c1ccc(OC(F)F)cc1
-1	-3	0	O=C(NC(=S)NNC(=O)c1ccccc1F)c1cccnc1
-2	-5	-4	Nc1ncnc2nn(C3OC(CO)C(O)C3O)nc12 (centres undefined)
4	1	0	O/N=C1\CCCc2c1nc(-c1ccccc1F)n2O
0	-2	0	CC(=Cc1ccccc1)C(=O)c1ccccc1
5	15	0	CN(CCc1ccccc1)C(=O)CC1C(=O)NCCN1Cc1ccccn1 (centres undefined)
1	-8	-2	CC(=O)c1ccccc1NC(=O)COC(=O)C1COc2ccccc2O1 (centres undefined)
-2	27	1	c1ccc(SC23CC4CC(CC(C4)C2)C3)nc1
0	1	0	Cc1nc(-c2ccc(F)cc2)c(CC(=O)N(C)CC(=O)Nc2cccc(F)c2)s1

Looked up one by one from the list above:
V-ATPase pH	NSD2 inh	Wnt bcat act	smiles
0	1	0	Cc1[nH]c2ccccc2c1C(=O)C(=O)NCc1nnnn1-c1cccc(F)c1
1	-2	-2	O=C(O)Cc1ccc(NC(=O)c2ccc3c(c2)C(=O)N(Cc2ccccc2)C3=O)cc1
-1	8	36*	CCN1CCC2(CC1)Oc1c(OC)cccc1C1CC(c3cccnc3)=NN12 (centres undefined)

Following part.
V-ATPase pH	NSD2 inh	Wnt bcat act	smiles
0	0	-2	COC(=O)c1cccc(NC(=O)c2cccc(-n3cnnn3)c2)c1
-1	-1	51*	COC(=O)c1ccc(/C=N/N2CCN(Cc3ccc(Cl)cc3)CC2)cc1
0	-5	-6	CCOC(=O)C1CC(c2ccccc2)=NN1c1ccccc1 (centres undefined)
-1	0	-2	O=S(=O)(c1ccc(NC(=S)N2CCOCC2)cc1)N1CCCCC1
-2	9	-8	CCOC(=O)C(=Cc1ccccc1)C(=O)c1ccccc1
0	-1	6	O=C1NC(=O)C2(N1)C(=O)c1cccc3cccc2c13 (centres undefined)
3	-7	-1	O=C(Nc1cccc2ccccc12)NC1CC1
0	34	-1	CCN(CC)CCCN=Cc1c(O)n(-c2c(C)cccc2C)c(=O)c2ccccc12
4	4	0	CCCCc1c(O)nc(SCC(=O)N2CCOCC2)n(-c2ccc(C)cc2)c1=O
-3	-1	-4	O=[N+]([O-])c1ccc(NN=C(Oc2ccccc2)c2ccc([N+](=O)[O-])cc2)cc1
1	-3	-5	Cc1noc(C)c1S(=O)(=O)N(Cc1ccccc1)C(C)C
0	-1	-2	CCn1nc(C)c(/C=N/NC(=O)Cn2nnnc2N)c1C
-1	-10	-3	COC(=O)C(c1ccccc1)C(CC(=O)c1ccccc1)c1ccccc1 (centres undefined)
0	-4	-3	O=C(CSc1nnc(CNC(=O)c2c(F)cccc2F)o1)c1ccc(Cl)cc1
-2	-1	2	COC(=O)Cc1nc(Nc2ccccc2)sc1C
2	6	-1	O=S(=O)(Nc1ccc(N2CCCCC2)cc1)c1ccc(F)cc1
4	0	0	CCN(CC(=O)Nc1c(F)cccc1F)C(=O)c1c(-c2ccccc2Cl)noc1C
4	2	7	COc1ccc(N2C(=O)[C@@H]3[C@H](C2=O)[C@H]2C=CC=NN2[C@@H]3C(=O)Nc2ccc(Cl)cc2)cc1
0	0	0	CCOC(=O)C1C(c2ccc([N+](=O)[O-])cc2)C2C(=O)NN=C2CC1(C)O (centres undefined)
-2	-1	0	CC(C)(CC(=O)O)CC(=O)NCc1c(Cl)cccc1Sc1ccc(Cl)cc1
-3	0	0	CCC(C)[C@H](NC(=O)N1CCCCCC1)C(=O)OC (some centres undefined)
2	-2	7	Cc1ccc(Sc2ncccc2N)cc1
0	0	0	CCCc1c(C(=O)N/N=C(\C)c2ccc3c(c2)OCO3)nnn1-c1nonc1N
0	7	-1	CC(C)c1ccc2c(c1)C(N1CCNCC1)Cc1ccc(F)cc1S2 (centres undefined)
0	0	0	CN(C(=O)COc1ccccc1)c1ccc([N+](=O)[O-])cc1

V-ATPase pH	NSD2 inh	Wnt bcat act	smiles
4	-5	-6	NC(=O)CN1C(=O)C2C3CCC(C3)C2C1=O (centres undefined)
5	-13	2	CCc1ccc(NC(=O)CSc2nc(C)cs2)cc1
1	0	-1	COc1cccc(-c2nnn(CC(=O)N(C3CCCCC3)C3CCS(=O)(=O)C3)n2)c1 (centres undefined)
1	1	-3	CCOC(=O)c1c(C)[nH]c(C)c1C(=O)COC(=O)/C=C/c1cccc([N+](=O)[O-])c1
0	-3	-1	COc1ccc(N2CCN(C(=O)CSc3nnc(C4CC4)n3C3CC3)CC2)cc1
-1	0	1	Cc1cc(C)c(-c2c(O)c3ccccc3n(C)c2=O)c(C)c1
-1	0	1	Cc1[nH]nc2c(=S)[nH]c(=O)[nH]c12
1	0	-6	COCCNC(=O)c1nn2c(C(F)(F)F)cc(-c3ccccc3)nc2c1Br
5	1	-2	CCn1cc(/C=C(\NC(=O)c2ccc(OC)cc2)C(=O)NCCCn2ccnc2)c2ccccc21
3	-1	-4	O=C(NCc1ccccc1)c1ccc(S(=O)(=O)N2CCCCCC2)cc1
4	-1	-3	Cc1cc(NC(=O)CN2C(=O)/C(=C/c3ccc(C(C)C)cc3)SC2=S)no1
3	-1	-1	C=C1C(=O)N(C)CCC1C(CC)C(=O)OC (centres undefined)
0	1	0	COc1cc(C(C)=O)ccc1OCC(=O)NCc1ccccc1CN1CCCC1
3	7	1	OCc1ccccc1SSc1ccccc1CO
0	0	-2	COc1ccc(Cc2nc3ccc(C(=O)N(C)Cc4nccn4C)cc3o2)cc1
1	-1	-6	COc1ccc(S(=O)(=O)N2CCOCC2)cc1NC(=O)CCCOc1ccc(C(C)=O)cc1
2	0	0	CC(=NCc1ccccc1)c1ccc(O)cc1O

Not all compounds are listed; the hit share may differ from the screen's.
